Assay outcomes as filed in PubChem.
BH1578 lux ind – induces V. cholerae light production without autoinducers | V. cholerae BH1578 lux reporter, luminescence, 6 h | activation, % at 18.7 µM | 0.16% of 350,000 active | AID 588436; in the data active = activation mostly above about 9.7%, no sharp cut-off; note: not every result past the cut was called active; inactives centre near 0; reference of the scale not given here
TcdB GH inh – inhibitors of Clostridioides difficile toxin B glycohydrolase; AID 652162; P18177; TcdB glycohydrolase enzymatic assay, plate reader; 0.24% of 350,000 active; inhibition, % at 9.99 µM; in the data active = inhibition above about 10%
GDH-TPI counter – GDH-TPI coupled enzyme inhibition counter-screen | GDH-TPI coupled enzyme counterscreen, NADH absorbance | inhibition, % at 4.8 µM | 1.2% of 360,000 active | AID 588335; in the data active = inhibition above about 30%;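 note: 0% = DMSO wells and 100% = wells lacking the enzyme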
Yp Topo-I inh – Y. pestis Topo-I inhibition via cleavage products. Y. pestis Topo-I cleavage product accumulation, plate reader. activity, % at 10 µM. 0.064% of 360,000 active. AID 504884; in the data active = activity above about 50%, passing the limit was not always enough; note: inactives centre near 2
FadD28 FP inh – inhibitors of Mycobacterium tuberculosis FadD28 bisubstrate binding | FadD28 bisubstrate probe binding, fluorescence polarization | inhibition, % at 12.5 µM | 0.22% of 360,000 active; in the data active = inhibition above about 8.5%, passing the limit was not always enough
Mtb BioA inh – inhibitors of Mycobacterium tuberculosis BioA enzyme. purified M. tuberculosis BioA enzyme, plate reader. inhibition, % at 9.99 µM. 0.096% of 360,000 active. AID 602481; in the data active = inhibition above about 40%
Mtb UGM inh – Mtb UDP-galactopyranose mutase inhibition; 0.06% of 320,000 active; inhibition, % at 10 µM; purified UGM, fluorescence polarization probe displacement; P9WIQ1; AID 504406; in the data active = inhibition above about 10%, passing the limit was not always enough
Target sequence (P9WIQ1 whole entry, looked up): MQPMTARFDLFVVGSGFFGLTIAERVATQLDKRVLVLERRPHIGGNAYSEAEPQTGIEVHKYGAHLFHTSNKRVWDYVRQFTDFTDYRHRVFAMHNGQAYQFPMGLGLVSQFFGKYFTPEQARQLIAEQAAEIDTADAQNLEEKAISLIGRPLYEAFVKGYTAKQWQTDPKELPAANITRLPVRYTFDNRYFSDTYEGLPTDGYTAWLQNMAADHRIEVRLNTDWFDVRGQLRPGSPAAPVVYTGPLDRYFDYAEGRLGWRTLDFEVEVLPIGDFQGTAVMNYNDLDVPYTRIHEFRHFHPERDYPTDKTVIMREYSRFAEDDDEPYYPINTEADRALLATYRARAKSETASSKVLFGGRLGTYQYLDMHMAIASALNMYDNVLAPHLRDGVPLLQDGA
PfHsp40 yeast – restores yeast growth despite PfHsp40 toxicity. S. cerevisiae expressing PfHsp40, growth rescue, ATP luminescence. growth rescue, % at 12.5 µM. 0.68% of 340,000 active. AID 504582; in the data active = growth rescue above about 28%, passing the limit was not always enough;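 note: yeast W303a lacking pdr1 and pdr3 grown in galactose medium; growth measured after three days at 30 °C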
Mtb FBA inh – inhibitors of M. tuberculosis fructose-bisphosphate aldolase | P9WQA3 | purified M. tuberculosis FBA, fluorescence read-out | inhibition, % at 1 µM | 2.3% of 360,000 active; in the data active = inhibition above about 27%;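 note: 0% = vehicle and 100% = reference inhibitor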
Target sequence (P9WQA3 whole entry, looked up): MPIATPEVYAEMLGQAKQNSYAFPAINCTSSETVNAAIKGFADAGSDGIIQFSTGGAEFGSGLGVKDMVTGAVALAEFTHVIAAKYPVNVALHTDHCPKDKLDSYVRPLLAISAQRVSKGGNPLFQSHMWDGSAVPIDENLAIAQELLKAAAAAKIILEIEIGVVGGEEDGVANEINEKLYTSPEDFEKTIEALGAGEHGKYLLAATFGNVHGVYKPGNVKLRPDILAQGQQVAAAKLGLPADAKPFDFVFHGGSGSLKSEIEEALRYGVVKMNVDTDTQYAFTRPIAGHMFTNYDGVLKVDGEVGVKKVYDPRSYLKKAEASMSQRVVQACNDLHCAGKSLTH
Active calls of the source: *; i = inactive; . = no result given; + = active, no number; & = joins results of further samples.

SMILES	BH1578 lux ind	TcdB GH inh	GDH-TPI counter	Yp Topo-I inh	FadD28 FP inh	Mtb BioA inh	Mtb UGM inh	PfHsp40 yeast	Mtb FBA inh
OC(c1ccc(Cl)cc1)c1ncc(-c2ccc(Cl)cc2)[nH]1 (configuration not stated)	-0.8	0.8	3	-10	-0.6	-2.2	.	.	-3
c1cnc(SCCOc2ccc3c(c2)CCC3)nc1	-0.2	.	4	-3	-1.8	0.3	0.2	0.0	-1
Oc1ccc(C=Nc2ccccc2-c2nc3ccccc3[nH]2)cc1	-0.3	.	20	-10	-3.5	.	-1.7	1.5	+
Cc1cc(C)cc(-n2nc(C)cc2N)c1	-0.2	2.7	11	1	-1.3	-2.1	-3.5	0.4	1
CC(C)NC(=O)C1(O)c2ccccc2NC(=O)N1c1ccc(Cl)c(Cl)c1 (configuration not stated)	-0.2	.	-5	-1	-1.9	.	1.2	-2.6	2
CCCOC(=O)CN1C(=O)c2ccc(C(=O)OCCC)cc2C1=O	.	0.4	-4	3	1.6	-2.0	2.6	-1.2	-2
Cc1cc(-c2c(C)[nH]n(-c3ccccc3)c2=O)n[nH]1	-0.2	3.4	7	-5	-1.6	.	-0.6	5.9	2
COC(=O)c1cc(S(=O)(=O)Nc2cc(OC)cc(OC)c2)cn1C	.	1.5	-2	1	-4.3	1.4	-0.4	-1.1	5
COC(=O)N/N=C1\CCCc2c(C)cc(C)cc21	i	1.2	2	7	-1.3	.	-0.7	-1.2	-3
O=C(CNC(=O)c1ccc2c(c1)OCO2)NCCOc1ccc(Cl)cc1	-0.9	1.0	-2	4	-2.2	0.5	-0.3	-0.5	-1
CC1(C)CN=C(NCc2ccccc2Cl)S1	0.4	.	4	9	0.8	1.5	0.4	-1.5	-2
COC(=O)c1cc(-c2ccc(OC)cc2)n[nH]1	i	1.9	0	-7	-5.9	1.1	-5.0	-0.4	1
COc1cc(OC)cc(-c2noc([C@@H]3O[C@H](CO)[C@@H](O)[C@H]3O)n2)c1	-0.5	0.2	6	2	-5.0	-0.3	.	.	-3
NS(=O)(=O)c1ccc(NC(=O)c2ccc(S(=O)(=O)N3CCCCCC3)cc2)cc1	i	1.9	-9	6	-5.7	-0.9	5.2	0.2	-2
COc1cccc(/C=N/Nc2nc(Nc3ccccc3)nc(-n3nc(C)cc3C)n2)c1O	i	.	-5	9	-5.9	.	-2.0	0.6	1
Cc1[nH]c2ccccc2c(=O)c1C(=O)/C=C/c1ccccc1	-0.6	1.3	19	4	-4.6	2.9	3.1	-0.1	-2
CC(=O)N1CCOc2ccc(S(=O)(=O)NCCc3ccccc3)cc21	i	1.0	14	0	-2.8	1.4	-1.7	0.7	2
CC1C(=O)N(Cc2cn(CCC3OCCCO3)nn2)CCS(=O)(=O)N1Cc1ccc(-c2ccncc2)cc1 (configuration not stated)	-0.4	0.5	9	1	-2.0	0.0	.	.	1
Cc1ccc2nc(N3CCN(c4ccccc4)CC3)c(C=O)c(=O)n2c1	i	-4.8	3	-4	-1.1	-1.9	0.3	-0.5	1
COc1ccc(CCNC(=O)C2CC(=O)N(C3CCCC3)C2)cc1OC (configuration not stated)	-7.1	.	2	-5	0.9	-2.3	4.0	-0.4	0
CC(C)(C)c1ccc(OCC(=O)O)cc1	i	.	4	-2	1.0	-3.1	1.4	-0.4	1
C=CCn1c(C)cc(C(=O)CSc2nc3ccccc3c(=O)[nH]2)c1C	i	.	14	7	-1.0	-3.5	-3.5	8.1	3
COc1cccc(N=Nc2c(=O)[nH]n3c(=O)c4c([nH]c23)CCC4)c1	-0.3	.	1	2	2.2	.	2.7	2.9	-44
CCCCN(C(C)=O)c1ccc2c(c1)C1CC2CCN1C(=O)OCc1ccccc1 (configuration not stated)	i	2.1	-4	29	-3.5	2.5	.	2.0	-1
Cc1csc(NC(=O)C2CCCN(S(=O)(=O)c3ccc4c(c3)oc(=O)n4C)C2)n1 (configuration not stated)	-0.3	2.2	-8	-2	-0.8	1.5	1.1	1.0	8

12 compounds from above, arranged by molecular weight, largest number first.
SMILES	BH1578 lux ind	TcdB GH inh	GDH-TPI counter	Yp Topo-I inh	FadD28 FP inh	Mtb BioA inh	Mtb UGM inh	PfHsp40 yeast	Mtb FBA inh
NS(=O)(=O)c1ccc(NC(=O)c2ccc(S(=O)(=O)N3CCCCCC3)cc2)cc1	i	1.9	-9	6	-5.7	-0.9	5.2	0.2	-2
CCCCN(C(C)=O)c1ccc2c(c1)C1CC2CCN1C(=O)OCc1ccccc1 (configuration not stated)	i	2.1	-4	29	-3.5	2.5	.	2.0	-1
CC(C)NC(=O)C1(O)c2ccccc2NC(=O)N1c1ccc(Cl)c(Cl)c1 (configuration not stated)	-0.2	.	-5	-1	-1.9	.	1.2	-2.6	2
CC(=O)N1CCOc2ccc(S(=O)(=O)NCCc3ccccc3)cc21	i	1.0	14	0	-2.8	1.4	-1.7	0.7	2
COC(=O)c1cc(S(=O)(=O)Nc2cc(OC)cc(OC)c2)cn1C	.	1.5	-2	1	-4.3	1.4	-0.4	-1.1	5
CCCOC(=O)CN1C(=O)c2ccc(C(=O)OCCC)cc2C1=O	.	0.4	-4	3	1.6	-2.0	2.6	-1.2	-2
Cc1[nH]c2ccccc2c(=O)c1C(=O)/C=C/c1ccccc1	-0.6	1.3	19	4	-4.6	2.9	3.1	-0.1	-2
c1cnc(SCCOc2ccc3c(c2)CCC3)nc1	-0.2	.	4	-3	-1.8	0.3	0.2	0.0	-1
CC1(C)CN=C(NCc2ccccc2Cl)S1	0.4	.	4	9	0.8	1.5	0.4	-1.5	-2
Cc1cc(-c2c(C)[nH]n(-c3ccccc3)c2=O)n[nH]1	-0.2	3.4	7	-5	-1.6	.	-0.6	5.9	2
COC(=O)c1cc(-c2ccc(OC)cc2)n[nH]1	i	1.9	0	-7	-5.9	1.1	-5.0	-0.4	1
CC(C)(C)c1ccc(OCC(=O)O)cc1	i	.	4	-2	1.0	-3.1	1.4	-0.4	1

(list continues)
SMILES	BH1578 lux ind	TcdB GH inh	GDH-TPI counter	Yp Topo-I inh	FadD28 FP inh	Mtb BioA inh	Mtb UGM inh	PfHsp40 yeast	Mtb FBA inh
CSc1ncccc1C(=O)OCC(=O)NCCCc1ccccc1	i	0.1	5	13	-2.7	-0.9	2.2	2.1	0
CN(C)C(CNC(=O)c1ccc2ccccc2c1)c1ccco1 (configuration not stated)	-0.8	1.6	0	-10	-3.7	.	1.0	0.2	3
CC(=O)NCCC(=O)Nc1nc2ccc(Oc3ccccc3)cc2s1	-0.1	0.5	-8	10	-5.1	.	-1.1	2.2	1
O=C(NC1CCCCC1)C(CCc1ccccc1)N1CCOCC1 (configuration not stated)	.	-0.2	.	.	-2.6	-1.0	.	.	-1
Cc1c(Cl)cccc1NC(=O)Nc1c(C)n(C)n(-c2ccccc2)c1=O	-1.1	1.0	-3	0	-1.8	0.4	-0.2	-0.7	-1
CC(C)(C)C(=O)Cn1c(NCCCl)nc2ccccc21	-0.3	0.2	1	-12	-3.3	1.7	0.1	2.1	-6
Cc1cc(C)n(-c2ccc(Oc3ccccc3)c(S(=O)(=O)O)c2)n1	-0.6	1.9	-6	9	-0.1	.	-0.7	-0.4	-1
c1csc(-c2nnc(Cc3cccc4ccccc34)o2)c1	-1.4	.	12	-2	-1.4	-1.8	-0.9	0.3	-1
COc1ccc(OC)c(S(=O)(=O)Nc2ccccc2F)c1	-0.1	6.1	-6	-2	-3.5	-0.6	3.8	0.7	-3
CCCCn1c(N)c(N(CC)C(=O)c2cc(OC)cc(OC)c2)c(=O)[nH]c1=O	-3.3	-0.9	4	6	-5.0	-0.3	2.2	-1.0	-2
C=CCN1C(=O)C(Cc2ccc(F)cc2)S/C1=N/N=C/c1cccs1 (configuration not stated)	-0.4	.	11	27	-1.2	-0.7	1.4	-2.0	0
Cc1ccc(S(=O)(=O)N(C)CC(=O)NCC(c2ccc(F)cc2)N2CCOCC2)cc1 (configuration not stated)	-2.6	0.6	0	10	.	-1.8	4.1	-0.8	-2
CCN(CCN(C)C)C(=O)c1ccc2nc(C)c(N(C)C(=O)CCc3ccccc3)n2c1	-0.6	1.0	-3	0	-3.1	-1.0	.	.	-1
COc1ccc(NC(=O)COC(=O)Cc2c(F)cccc2Cl)cc1	i	-0.2	0	-7	-0.2	-3.1	-1.5	-0.8	-1
C[C@@H]1CCCCO[C@@H](CN(C)C(=O)CCCN(C)C)[C@@H](C)CN([C@H](C)CO)C(=O)c2cc(NC(=O)CCC(F)(F)F)ccc2O1	0.3	-0.1&-0.3	4	4	-2.3	0.0&1.0	.	.	0
Cc1c(C(=O)NCC2COc3ccccc3O2)oc2ccc(S(=O)(=O)N3CCOCC3)cc12 (configuration not stated)	-1.8	.	5	2	-3.4	-2.0	-3.2	3.8	1
O=C(CN1CCN(Cc2ccccc2Cl)CC1)N/N=C/c1cccs1	i	0.1	-2	9	-1.9	3.6	0.5	.	0
COC(=O)C1CCN(C(=O)CSc2nnc(-c3ccccc3)o2)CC1	-1.4	-1.3	1	2	-2.7	5.8	0.1	-0.2	-2
Cc1ccc2cc(C#N)c(SCC(=O)NCc3ccco3)nc2c1	4.2	.	21	9	-4.4	-0.8	1.3	-0.8	3
O=C1Nc2ccccc2SC1=Cc1ccccc1	0.5	1.2	18	12	-0.4	-1.8	.	.	1
Cc1ccc(-n2ncc3c(=O)n(CC(N)=O)cnc32)cc1	0.5	1.0	-4	-1	-1.7	1.1	-0.5	-0.3	5
Fc1ccc(-[n+]2nc(Nc3ccccc3)sc2-c2c(Cl)cccc2Cl)cc1	i	1.1	9	-1	-2.7	5.0	0.0	0.1	-2
CCCCP(=O)(O)c1ccccc1	-0.3	.	-9	5	-1.6	.	-0.9	-1.3	1
CCn1ccnc1CNCc1cn(-c2cc(C)ccc2C)nc1-c1ccccc1	-0.2	-0.8	3	5	-2.0	.	-0.6	1.2	1
CN(C)S(=O)(=O)c1ccc(Cl)c(NC(=O)COC(=O)/C=C/c2ccc(S(=O)(=O)N3CCOCC3)cc2)c1	-0.3	0.3	1	5	0.5	.	6.1	-0.2	2
Other entries:
SMILES	BH1578 lux ind	TcdB GH inh	GDH-TPI counter	Yp Topo-I inh	FadD28 FP inh	Mtb BioA inh	Mtb UGM inh	PfHsp40 yeast	Mtb FBA inh
CCCCNC(=O)c1ccc2c(c1)C(=O)N(Cc1ccncc1)C2=O	1.7	0.0	2	2	-1.8	-1.3	-1.0	0.6	-1
Cc1cccc(Cn2nc(C)cc2NC(=O)CCCn2ccc([N+](=O)[O-])n2)c1	-0.2	1.1	-2	7	1.3	.	-0.9	-1.6	-4
COCCC(=O)N1CCC(Oc2ccc(C(=O)NCCC3=CCCCC3)cc2)CC1	-0.3	-0.1	-16	17	-3.5	0.3	0.5	1.6	-5
O=C(CNC(=O)c1ccc([N+](=O)[O-])cc1)c1ccccc1	-0.3	0.5	3	6	0.6	.	0.4	-0.2	1
CC1(c2nnc(-c3ccccc3)o2)CC(c2ccncc2)=NO1 (configuration not stated)	-0.4	0.2	7	1	-2.9	1.7	-2.7	-1.1	-1
COCCn1nnnc1C(c1ccc(O)c(OC)c1)N1CCc2ccccc2C1 (configuration not stated)	-2.2	.	3	4	-3.2	-0.5	1.5	0.4	-1
CC(C)OCCCNC(=O)CN1C(=O)CSc2ccc(S(=O)(=O)N3CCOCC3)cc21	i	1.2	14	-4	-1.3	-3.0	.	.	3
COc1ccc(CNC[C@H]2O[C@@H](n3ccc(=O)[nH]c3=O)[C@H](O)[C@@H]2O)cc1	.	-1.4	.	.	-3.9	-1.6	.	.	-1
COc1cccc(-c2nc(CS(=O)(=O)CC(=O)NCCCN3CC(C)CC(C)C3)c(C)o2)c1 (configuration not stated)	-6.2	-0.6	9	8	-2.8	-1.1	-2.4	-0.9	4
CCOc1ccc(N(CC)S(=O)(=O)c2ccc3c(c2)oc(=O)n3C)cc1	-11	.	3	13	-3.4	4.3	3.7	0.5	0
CC(C)[C@H](NS(=O)(=O)c1ccccc1)C(=O)OCC(=O)N1N=C(c2ccc(Cl)cc2)CC1c1ccco1 (some centres not stated)	-0.2	0.8	2	19	-3.8	.	-1.1	0.2	0
COCC(C)n1c(SCC(=O)N2CCc3ccccc3C2)nc2ccccc2c1=O (configuration not stated)	i	0.0	8	19	-1.8	.	2.1	0.5	2
O=C(Cn1cnc2ccccc2c1=O)NNC(=O)c1ccccc1	-1.4	0.6	-1	-4	-1.8	-1.7	2.0	.	1
